Screening data (PubChem)
mIAP block – blocks mouse intestinal alkaline phosphatase. actives 0.2% (n = 330,000). purified mouse IAP, CDP-Star luminescence, 30 min. AID 2806. inhibition, % at 10 µM;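 active means inhibition of at least 40% at 10 µM in the primary screen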;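 further: plate controls were DMSO with enzyme for no effect and no enzyme wells for full effect; values of inactives mirror those of a sister screen read the other way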
beta cell repl – induces beta-cell replication in MIN6 cells | MIN6 cells proliferation, ATPlite luminescence, 48 h; cells starved in 0.2% serum; 100% = growth in 10% serum | proliferation, % at 10 µM | actives 0.29% (n = 330,000) | AID 2380;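 active means compounds whose signal lies at least 3.5 SD above the mean of all wells on their plate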;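 further: 0% = DMSO-treated cells in low-serum medium and 100% = 10% serum control; some compounds called inactive have numbers as strong as hits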
A3G deaminase – APOBEC3G (human) deaminase inhibition; Q9HC16; recombinant A3G, ssDNA deamination FAM/TAMRA fluorescence; actives 0.28% (n = 330,000); AID 493012; inhibition, % at 20 µM;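 active means inhibition of at least 40% at 20 µM, with no more than 30% in the related APOBEC3A deaminase screen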;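 further: plate controls were DMSO wells with A3G for no effect and wells lacking A3G enzyme for full effect; some compounds called inactive have numbers as strong as hits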
hIAP block – blocks human intestinal alkaline phosphatase. P09923. inhibition, % at 10 µM. AID 2544. actives 0.12% (n = 330,000). purified IAP, CDP-Star luminescence, 30 min;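 active means inhibition reaching a set limit with compound at 10 µM in the primary screen, cut at about 35% in these data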;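 further: plate controls were DMSO wells with enzyme for no effect and no-enzyme buffer wells for full effect; values of inactives mirror those of a sister screen read the other way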
Target sequence (P09923 whole entry, looked up): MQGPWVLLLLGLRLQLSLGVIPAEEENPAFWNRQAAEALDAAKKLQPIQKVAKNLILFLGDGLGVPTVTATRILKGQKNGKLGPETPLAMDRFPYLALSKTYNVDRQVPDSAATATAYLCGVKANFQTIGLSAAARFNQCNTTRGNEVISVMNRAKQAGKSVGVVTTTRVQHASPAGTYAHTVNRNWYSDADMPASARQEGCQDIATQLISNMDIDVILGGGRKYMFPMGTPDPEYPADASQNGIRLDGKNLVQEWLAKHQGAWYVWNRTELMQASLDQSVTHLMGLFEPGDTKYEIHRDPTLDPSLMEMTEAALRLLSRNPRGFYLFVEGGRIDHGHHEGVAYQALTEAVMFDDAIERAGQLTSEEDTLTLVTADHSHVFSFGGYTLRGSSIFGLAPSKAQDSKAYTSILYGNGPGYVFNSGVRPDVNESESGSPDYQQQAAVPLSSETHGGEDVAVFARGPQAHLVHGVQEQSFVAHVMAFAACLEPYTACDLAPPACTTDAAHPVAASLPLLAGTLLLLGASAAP
mIAP activ – increases mouse intestinal alkaline phosphatase activity. muIAP, CDP-Star luminescence, 30 min; active compounds read high; 1 = vehicle-only enzyme signal, 0 = enzyme-free wells. activation factor at 10 µM. actives 0.24% (n = 330,000). AID 2805;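 active means activation factor of at least 2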; further: the source names both 10 and 20 µM as test concentration; values of inactives mirror those of a sister screen read the other way
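Assay system: mouse IAP enzyme; Reagent: CDP-Star chemiluminescent phosphatase substrate; Compound: DMSO-dissolved test compounds; Incubation: 30 min, room temperature; Technique: luminescence from enzymatic CDP-Star hydrolysis; Controls: DMSO-only wells and no-enzyme negative control.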
MPTP block – permeability transition pore inhibition; actives 1.4% (n = 360,000); isolated mouse mitochondria, Ca2+ swelling absorbance, 30 min; inhibition, % at 10 µM;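 active means inhibition of 50% or more, scaled per plate between neutral and stimulator controls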;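 further: 0% = DMSO wells given calcium and 100% = 1 mM EGTA wells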
hIAP act – human IAP activation | P09923 | purified human IAP, CDP-Star luminescence, 30 min; active compounds read high; 1 = vehicle-only enzyme, 0 = enzyme-free background | activation factor at 10 µM | actives 0.16% (n = 330,000) | AID 2524;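 active means activation factor of the enzyme at least 2-fold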; further: the source names both 10 and 20 µM as test concentration; values of inactives mirror those of a sister screen read the other way
ATG4B inhibitor – ATG4B (human) cysteine protease inhibition; Q9Y4P1; ATG4B cleavage of LC3-PLA2, NBD-HPC fluorescence, 1 h; inhibition, % at 8.33 µM; actives 0.51% (n = 340,000); AID 504462; in the data active means inhibition above about 40%
A3A deaminase – blocks human APOBEC3A ssDNA deamination; recombinant A3A, FAM/TAMRA ssDNA deamination fluorescence; inhibition, % at 20 µM; actives 0.41% (n = 330,000); AID 493011;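 active means at least 40% inhibition at 20 µM here, with at most 30% in a related deaminase screen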;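 further: plate controls were A3A with DMSO for no effect and wells lacking A3A enzyme for full effect; some results filed as inactive read as strong as hits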
Target sequence (P31941 whole entry, looked up): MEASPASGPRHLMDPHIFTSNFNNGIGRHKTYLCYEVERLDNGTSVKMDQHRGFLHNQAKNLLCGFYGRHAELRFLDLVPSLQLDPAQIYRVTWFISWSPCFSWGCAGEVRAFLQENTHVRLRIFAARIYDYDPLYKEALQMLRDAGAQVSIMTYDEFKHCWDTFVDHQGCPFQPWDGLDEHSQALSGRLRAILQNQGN
* marks the source's active call; other numbers are inactive results; / = not tested or not shown. An unsorted share of the library (roughly 3.3% active in at least one column).

SMILES | mIAP block | beta cell repl | A3G deaminase | hIAP block | mIAP activ | MPTP block | hIAP act | ATG4B inhibitor | A3A deaminase
COc1cccc(-c2nc(-c3ccc(C(=O)O)cc3)no2)c1 | 2 | -1 | -12 | 2 | 0.97 | 0.7 | 0.98 | 9 | -1
N#Cc1ccc(C(=O)N2CCN(c3ncccn3)CC2)cc1 | 5 | 3 | -6 | 3 | 0.95 | -0.4 | 0.97 | 7 | -3
COC(=O)c1noc(-c2ccc(OC)cc2)n1 | -12 | -1 | -1 | -19 | 1.1 | -2.8 | 1.2 | 6 | -3
Cc1cc2occ(CC(=O)NNC(=O)c3ccccc3F)c2cc1C | -1 | -5 | -3 | -51 | 1 | -1.3 | 1.5 | -3 | 2
CCN(CC(=O)NC1CCS(=O)(=O)C1)S(=O)(=O)c1cccc(C(C)=O)c1 (configuration not stated) | -5 | -2 | -1 | -26 | 1 | -3.6 | 1.3 | -8 | -3
NC(=O)CC(NC(=O)c1cccc(Br)c1)c1ccc(NCCN2CCOCC2)c([N+](=O)[O-])c1 (configuration not stated) | 8 | 1 | 0 | 27 | 0.92 | / | 0.73 | / | 5
CC(C)Cc1ccc(CN2CCCC(NC(=O)CCN3CCCCC3=O)C2)cc1 (configuration not stated) | -14 | -4 | 3 | -12 | 1.1 | -0.8 | 1.1 | -2 | 0
COC(=O)c1sc2ccccc2c1NC(=O)c1cccs1 | 7 | 0 | -3 | -9 | 0.93 | 1.7 | 1.1 | -2 | -1
COc1ccc(S(=O)(=O)NCC(c2ccc3c(c2)OCO3)N2CCN(c3ccccc3)CC2)cc1 (configuration not stated) | -1 | -5 | -7 | 9 | 1 | -0.8 | 0.91 | -2 | -4
CC1CCN(CC(=O)n2c3c(c4ccccc42)CCCC3)CC1 | 2 | -1 | 6 | 7 | 0.98 | 0.8 | 0.93 | 5 | 2

Three entries from above in a different format.
canonical_smiles	mIAP block	beta cell repl	A3G deaminase	hIAP block	mIAP activ	MPTP block	hIAP act	ATG4B inhibitor	A3A deaminase
NC(=O)CC(NC(=O)c1cccc(Br)c1)c1ccc(NCCN2CCOCC2)c([N+](=O)[O-])c1 (configuration not stated)	8	1	0	27	0.92	/	0.73	/	5
CC(C)Cc1ccc(CN2CCCC(NC(=O)CCN3CCCCC3=O)C2)cc1 (configuration not stated)	-14	-4	3	-12	1.1	-0.8	1.1	-2	0
COC(=O)c1sc2ccccc2c1NC(=O)c1cccs1	7	0	-3	-9	0.93	1.7	1.1	-2	-1

Going on with the list.
SMILES | mIAP block | beta cell repl | A3G deaminase | hIAP block | mIAP activ | MPTP block | hIAP act | ATG4B inhibitor | A3A deaminase
N/C(=N\OC(=O)COc1ccc2ccccc2c1)c1ccncc1 | 10 | -3 | -6 | -3 | 0.9 | -1.2 | 1 | -8 | 3
COc1cc([N+](=O)[O-])ccc1NC(=O)CSc1nccn1C | 15 | -3 | -6 | -3 | 0.85 | -2.9 | 1 | -11 | 2
COC(=O)c1ccccc1NC(=S)NC(=O)c1ccccc1 | 2 | -3 | -6 | -13 | 0.97 | -5.6 | 1.1 | -2 | -8
O=C(COc1ccc(F)cc1Br)NCC1COc2ccccc2O1 (configuration not stated) | 11 | -4 | -1 | -14 | 0.89 | 1.6 | 1.1 | -13 | 0
C/C(=N/NS(=O)(=O)c1ccc(C)c(C)c1)c1ccncc1 | -2 | 0 | -7 | -31 | 1 | -0.1 | 1.3 | 3 | -4
O=c1c(Cl)c2oc3ccccc3nc-2c2ccccc12 | 5 | -1 | -7 | 14 | 0.95 | 1.0 | 0.86 | 1 | -1
O=C(Nc1cc(Cl)ccc1-n1cncn1)c1ccc([N+](=O)[O-])o1 | -1 | -7 | -3 | -12 | 1 | 0.1 | 1.1 | -14 | 6
Cc1nccc(-c2cccc(NC(=O)Nc3ccc(Cl)cc3)c2)n1 | -20 | -2 | -2 | -51 | 1.2 | 83* | 1.5 | -17 | 1
CCn1cc(S(=O)(=O)CC(=O)Nc2ccc(C)cc2)c2ccccc21 | -8 | 0 | -6 | 3 | 1.1 | 0.4 | 0.97 | -10 | -3
COc1ccccc1CC1(C)NC(=O)N(CC(=O)N2CCc3ccccc3C2)C1=O (configuration not stated) | -2 | -2 | -5 | 0 | 1 | 0.4 | 1 | 0 | 4
O=C1N=C(N2CCN(c3cccc4ccccc34)CC2)S/C1=C/c1cccs1 | 8 | -1 | -1 | -24 | 0.92 | -0.1 | 1.2 | -3 | 1
Cc1ccc(Cl)cc1N1CCN(CC(=O)Nc2ccc(CN3CCCCC3)cc2)CC1 | 0 | -7 | 0 | 4 | 1 | -0.1 | 0.96 | -13 | 0
Cc1cccc(CNC(=O)c2ccc3nc(Cc4ccccc4F)oc3c2)n1 | -6 | 0 | -1 | -29 | 1.1 | -0.1 | 1.3 | 6 | -2
COc1cccc(/C=C/C(=O)c2ccc3c(c2)OCO3)c1OC | 6 | -8 | -4 | -3 | 0.94 | -0.2 | 1 | 3 | -2
C=CC(=O)NC(C)(C)CCN1CCOCC1 | -4 | -2 | -2 | 1 | 1 | -2.8 | 0.99 | -12 | 2
CCOC(=O)CCNCC1COc2ccccc2O1 (configuration not stated) | 10 | 1 | -7 | -2 | 0.9 | -1.5 | 1 | -6 | 0
O=C(CCN1C(=O)C2CCCCC2C1=O)Nc1ccc(Br)cc1F (configuration not stated) | 1 | 4 | -2 | 4 | 0.99 | 1.5 | 0.96 | 4 | 3
CCc1cc(C(=O)N2CCN(c3ncccn3)CC2)sc1C | -4 | 4 | -5 | 27 | 1 | 0.9 | 0.73 | 12 | -4
O=C(CN1C(=O)C2CC=CCC2C1=O)OCc1cc(=O)n2cc(Br)ccc2n1 (configuration not stated) | -7 | -2 | -4 | -23 | 1.1 | 0.7 | 1.2 | -13 | 7
C[C@]12CC[C@@H]3c4ccc(O[C@@H]5O[C@H](C(=O)O)[C@@H](O)[C@H](O)[C@H]5O)cc4CC[C@H]3[C@@H]1C[C@@H](O)[C@@H]2O | -1 | 0 | -3 | -5 | 1 | -0.4 | 1.1 | 4 | 2
O=C(Nc1ccc(-c2nc3ccccc3s2)c(OC(=O)c2ccccc2)c1)c1ccccc1 | 10 | -2 | -3 | -11 | 0.9 | -1.6 | 1.1 | -1 | -3
Cc1nn(Cc2cccc(C(=O)Nc3ccn(Cc4ccccc4F)n3)c2)c(C)c1[N+](=O)[O-] | 12 | 0 | -6 | 7 | 0.88 | -2.5 | 0.93 | 26 | -2
Cc1c(NC(=O)COC(=O)c2ncc(Cl)c(Cl)c2Cl)c(=O)n(-c2ccccc2)n1C | 6 | -2 | -7 | 0 | 0.94 | -0.4 | 0.99 | 7 | 0
C=CCNC(=O)c1ccc(CN(c2ccc(OCC)cc2)S(=O)(=O)c2ccc(C)cc2)cc1 | -20 | -3 | -4 | 9 | 1.2 | -0.2 | 0.91 | 3 | -1
COc1ccc(/C=N/n2cnc3c([nH]c4ccc(F)cc43)c2=O)cc1CN1CCCC1 | 12 | -6 | -5 | 10 | 0.89 | -1.0 | 0.9 | 4 | 0
O=C(NC1CCCC1)C(c1cccnc1)N(Cc1ccccc1)C(=O)c1csnn1 (configuration not stated) | 5 | 0 | -13 | 9 | 0.95 | 1.1 | 0.91 | 5 | -4
CCN(CC)S(=O)(=O)c1ccc2c(c1)nc(SC(C)C(=O)NCC1CCCO1)n2CC (configuration not stated) | 2 | -1 | 1 | 1 | 0.98 | 0.3 | 0.99 | -10 | -4
O=c1c2ccccc2nc2n1-c1ccccc1CCC2 | -9 | 3 | -5 | 4 | 1.1 | 1.4 | 0.96 | 3 | -3
CCc1ccc(C(=O)Nc2cc3c(cc2Cl)OCCCO3)cc1 | -6 | -2 | -2 | -11 | 1.1 | -6.6 | 1.1 | 2 | -2
O=C(Nc1cccc(S(=O)(=O)N2CCCCC2)c1)C1CCCC1 | -12 | 2 | -4 | 5 | 1.1 | 0.6 | 0.95 | -2 | -3
CCc1ccc(N=c2c([N+](=O)[O-])nn(-c3ccc4c(c3)OCCO4)n2O)cc1 | 3 | -5 | -11 | 12 | 0.97 | 1.5 | 0.88 | -16 | -1
COc1ccccc1N1C(=O)c2cccc3cccc(c23)C1=O | -1 | -3 | -5 | 3 | 1 | -0.6 | 0.97 | -9 | 1
CCOC(=O)c1cc(CC)sc1NC(=O)COC(=O)c1cc[n+]([O-])cc1 | 0 | 4 | -7 | -10 | 1 | -1.8 | 1.1 | -6 | -2
Cc1cc(-c2onc(C)c2C(=O)Oc2ccc(Cl)cc2)no1 | 2 | -1 | -6 | -12 | 0.98 | 4.0 | 1.1 | 8 | -1
O=C(N/N=C/c1ccco1)c1cc(C2CC2)nc2ccccc12 | 4 | 1 | 4 | -8 | 0.96 | / | 1.1 | / | 3
C[C@H](CO)N1C[C@H](C)[C@@H](CN(C)S(=O)(=O)c2ccc(F)cc2)Oc2ccc(NC(=O)NC3CCCCC3)cc2C1=O | -317 | 1 | -5 | -27 | 4.2* | 0.5 | 1.3 | / | 0
COc1ccc(CC(=O)NCc2cn3ccsc3n2)cc1 | 1 | -1 | -1 | -10 | 0.99 | -4.2 | 1.1 | -11 | -3
Cc1[nH]c(SCC(=O)Nc2cc(C(N)=O)cc(C(N)=O)c2)nc1Cc1ccccc1 | 5 | 0 | 0 | 2 | 0.95 | -2.3 | 0.97 | -7 | 5
Cc1ccc(Sc2c(C=O)c3ccccc3n2C)cc1 | -7 | -1 | 0 | 0 | 1.1 | -0.5 | 1 | 6 | 5
O=C1c2ccccc2C(=O)N1Cc1cc(-c2ccc(Cl)cc2)no1 | -6 | -3 | -4 | -7 | 1.1 | 2.7 | 1.1 | -3 | -1
Cc1noc(C)c1COc1ccc(C(=O)N2CCN(c3ccccc3F)CC2)cc1 | 10 | 0 | -10 | -10 | 0.9 | -2.2 | 1.1 | -1 | -3
CCn1ncc(Br)c1C(=O)Nc1cc([N+](=O)[O-])ccc1C | 4 | 0 | -3 | 9 | 0.96 | -3.5 | 0.91 | -5 | -2
CCCSc1ncc(Cl)c(C(=O)Nc2ccc(S(=O)(=O)Nc3ncccn3)cc2)n1 | 9 | -2 | 4 | -13 | 0.91 | -0.6 | 1.1 | -3 | -2
CC(C)(CO)NCC(O)COc1ccc2c(c1)CCC2 (configuration not stated) | -2 | 0 | -6 | -10 | 1 | 0.0 | 1.1 | -1 | 4
CC(C)S(=O)(=O)N1CCCC(C(=O)c2cccc(Cl)c2)C1 (configuration not stated) | -1 | -2 | -2 | 4 | 1 | 0.4 | 0.96 | 14 | -1
COc1ccc(OC)c(NC(=O)C2CCCC2)c1 | -9 | 3 | -6 | -11 | 1.1 | -0.7 | 1.1 | -9 | -3
CSc1nc(N(C)C)nc(N2CC(=O)N(CCNS(=O)(=O)c3ccc(C)cc3)C2=N)n1 | 2 | 0 | -1 | 13 | 0.98 | -2.5 | 0.87 | -17 | -2
O=C(Oc1cccc([N+](=O)[O-])c1)c1cc(-c2ccccc2)nc2ccccc12 | 9 | -6 | -7 | 3 | 0.91 | -4.9 | 0.97 | -3 | -2
CN1CCc2c(sc(/N=C/c3cc(C(C)(C)C)ccc3O)c2C#N)C1 | 16 | -2 | -7 | 2 | 0.84 | 5.1 | 0.98 | 24 | -11
O=C(COC(=O)Cn1cnc2ccccc2c1=O)NCCC1=CCCCC1 | 7 | 0 | 3 | 3 | 0.93 | 0.2 | 0.97 | 4 | 13
Cc1sc2ncnc(N3CCC(C(=O)N(C)CC(=O)Nc4ccccc4Br)CC3)c2c1C | -4 | -1 | -2 | -23 | 1 | -0.6 | 1.2 | -1 | 1
